Bioassay records from PubChem.
ARNT TACC3 PPI – ARNT/TACC3 interaction disruption; inhibition, % at 9.99 µM; 0.66% of 390,000 active; Q9Y6A5; AlphaScreen His-ARNT PAS-B/GST-TACC3 binding, luminescence; TACC3 fragment carries E629A point mutation;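 active = mean inhibition of replicates at least 50% and at least half of replicates each reaching 50%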;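 note: 0% = complete ARNT plus TACC3 wells and 100% = ARNT alone without TACC3; many hits fall short of the cut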
Statin myotox sup – suppressors of simvastatin-induced myotoxicity in C2C12 myotubes; ATP luminescence, 48 h; scaled: DMSO 0, geranylgeraniol control 100; rescue of ATP level, % at 7.49 µM; 0.78% of 330,000 active;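 active = mean ATP rescue above about 67%, or every replicate alone reaching that limit, limit read from the data, passing the limit was not always enough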;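 note: myotubes were challenged with 10 µM simvastatin during compound exposure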
miR-122 sensor – miR-122 inhibition in Huh7 cells; activation (reporter increase), % at 12.5 µM; Huh7 miR-122 Renilla luciferase sensor, 48 h; neutral wells = 0, positive control = 100; 0.3% of 340,000 active;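 active = mean replicate activation score at least 90 and every replicate individually at or above 90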;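 note: higher luciferase means less miR-122 activity so hits act as miR-122 inhibitors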
Cneo AK release – causes C. neoformans cell lysis | lysis activity, % at 15 µM | adenylate kinase release luminescence, 4 h; normalised: neutral wells 0, clomiphene wells 100 | 0.2% of 360,000 active;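 active = mean lysis activity across replicates of at least 80%, whatever share of replicates individually reach that level; inactive = mean lysis activity below 80%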
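Material: C. neoformans cells; Schedule: 4 h static compound exposure, 37 °C, read 1 h post-reagent; Measured by: adenylate kinase release luminescence; Read-out: signal increase indicating cell lysis; Controls: Clomiphene as positive lysis control.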
SIRT5 inh – sirtuin-5 (human) deacylase inhibition | inhibition, % at 15 µM | AID 652115 | 1.1% of 330,000 active | Purified SirT5, succinyl-peptide AMC, trypsin-coupled fluorescence; in the data active = inhibition above about 15%
Target sequence (Q9NXA8 whole entry, looked up): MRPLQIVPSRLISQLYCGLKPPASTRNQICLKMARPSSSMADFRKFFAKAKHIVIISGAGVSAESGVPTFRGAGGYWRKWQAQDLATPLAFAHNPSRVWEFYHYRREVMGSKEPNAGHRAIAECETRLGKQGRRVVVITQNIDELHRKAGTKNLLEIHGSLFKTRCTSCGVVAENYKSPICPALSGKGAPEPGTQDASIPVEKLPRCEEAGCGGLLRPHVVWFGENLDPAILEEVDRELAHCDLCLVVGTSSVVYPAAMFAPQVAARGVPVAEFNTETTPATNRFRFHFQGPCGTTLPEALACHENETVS
esBAF inh – inhibitors of esBAF chromatin remodeling in mouse ES cells | Bmi1-luciferase knock-in reporter, 24 h; 100% = twice the neutral-well signal | reporter increase, % at 12.5 µM | 2% of 350,000 active; in the data active = activation above about 40%;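 note: 0% = median of the plate's neutral control wells and 100% = double that signal; a rise in the Bmi1 reporter signal indicates esBAF inhibition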
ERp5 inh – ERp5 (human) disulfide isomerase inhibition. Q15084. 0.05% of 350,000 active. inhibition, % at 9.99 µM. ERp5 insulin aggregation, absorbance 650 nm, 90 min;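 active = mean replicate inhibition above about 25%, with every replicate also reaching it, limit read from the data, passing the limit was not always enough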
Target sequence (Q15084 whole entry, looked up): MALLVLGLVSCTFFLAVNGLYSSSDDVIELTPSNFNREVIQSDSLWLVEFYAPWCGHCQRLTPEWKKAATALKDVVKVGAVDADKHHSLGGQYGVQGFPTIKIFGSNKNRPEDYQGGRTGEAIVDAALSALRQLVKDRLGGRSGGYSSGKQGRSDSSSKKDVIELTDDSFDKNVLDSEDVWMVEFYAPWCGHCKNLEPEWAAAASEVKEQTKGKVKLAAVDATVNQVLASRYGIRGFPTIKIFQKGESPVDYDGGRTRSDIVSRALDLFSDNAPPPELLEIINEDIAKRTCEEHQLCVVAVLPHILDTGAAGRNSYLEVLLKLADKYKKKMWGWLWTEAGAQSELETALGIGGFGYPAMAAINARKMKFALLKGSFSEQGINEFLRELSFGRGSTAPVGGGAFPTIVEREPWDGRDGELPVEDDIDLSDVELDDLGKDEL
Numbers without * were called inactive; · = no result given; & = joins results of further samples; [ ] = dose if it differs, or a comment.

1: C/C=C/c1cnc2c(c1)C(=O)N([C@@H](C)CO)C[C@@H](C)[C@@H](CN(C)C(=O)c1ccc3c(c1)OCO3)O2
2: CC1CN(S(=O)(=O)c2ccc(C(=O)Nc3ccc(S(=O)(=O)Nc4ncccn4)cc3)cc2)CC(C)O1 (configuration not stated)
3: N#Cc1cc(Cl)c(N2CCOCC2)cc1C#N
4: O=C(Nc1ccc(F)cc1)C(Sc1nnc2ccccn12)c1ccccc1 (configuration not stated)
5: Cc1cc(NC(=O)Cn2nc(C(=O)O)c3ccccc3c2=O)ccc1Br
6: Cc1ccc(CNC(=O)c2cn(C3CCCCC3)c(=O)c3c2c2ccccc2n3C)o1
compound no.	1	2	3	4	5	6
miR-122 sensor	6[16.7 µM]	·	-3	·	·	14
ERp5 inh	0	-4	·	-1	2	·
SIRT5 inh	7	9	·	1	·	·
Statin myotox sup	26	·	·	·	-2	·
esBAF inh	0	·	·	·	-1	·
ARNT TACC3 PPI	-2	-11	-2	-22	-1	1
Cneo AK release	2	·	-6	·	-1	1

7: Cn1c(=O)n(Cc2ccccc2F)c2ccccc21
8: CCN(CC)CCCNC(=O)CSc1c2c(nc3cc(Cl)ccc13)CCCC2
9: C[C@H]1CN([C@@H](C)CO)C(=O)c2cc(C3=CCCCC3)cnc2O[C@H]1CN(C)C(=O)Nc1ccc(F)cc1
10: Cc1ccccc1C(=O)Nc1ccnn1C1CCN(C(=O)c2cnsn2)CC1
11: C[C@H](CO)N1C[C@H](C)[C@H](CN(C)Cc2ccc(C(F)(F)F)cc2)Oc2ccc(NC(=O)Cc3ccccc3)cc2CC1=O
12: C/C=C/c1ccc2c(c1)O[C@H](CN(C)C(=O)NC1CCCC1)[C@H](C)CN([C@@H](C)CO)S2(=O)=O
compound no.	7	8	9	10	11	12
miR-122 sensor	2	·	-22[16.7 µM]	-2	-1[16.7 µM]	0[16.7 µM]
ERp5 inh	·	-2	2	3	1	-4
SIRT5 inh	·	-3	0	-3	5	-5
Statin myotox sup	3	·	-4	-3	51	3
esBAF inh	0	·	4	-1	-1	-1
ARNT TACC3 PPI	-3	3	5	-2	6	-1
Cneo AK release	1	·	-3	0	-1	-15

13: COc1ccccc1NC(=O)C1CCCN(c2nc(C)cc(C)n2)C1 (configuration not stated)
14: C[C@H]1CN([C@@H](C)CO)S(=O)(=O)c2ccc(C#Cc3ccncc3)cc2O[C@H]1CN(C)C
15: C[C@H]1CCCCO[C@@H](CN(C)S(=O)(=O)c2ccc(F)cc2)[C@@H](C)CN([C@@H](C)CO)C(=O)c2cc(NS(=O)(=O)c3ccc(F)cc3)ccc2O1
16: CO[C@H]1CN(C)C(=O)c2cc(NS(=O)(=O)CC(F)(F)F)ccc2OC[C@H](C)N(C(=O)c2ccc3c(c2)OCO3)C[C@H]1C
17: COc1cccc(CN(C)CC(=O)NCc2ccc(F)cc2)c1OC
18: Cc1ccc(OC(=O)Nc2ccccc2)cc1
compound no.	13	14	15	16	17	18
miR-122 sensor	5	-4[16.7 µM]	4[16.7 µM]	·	3	-4
ERp5 inh	·	0	·	1	1	-1
SIRT5 inh	·	4	·	·	-1	5
Statin myotox sup	-3	14	·	10	19	0
esBAF inh	-5	1	1	0	-5	50*
ARNT TACC3 PPI	-7	-7	7	-1	-2	-62
Cneo AK release	·	-5	1	-2	-2	-1

19: CC(=O)Nc1nc(C)c(-c2csc(Nc3ccc(O)cc3)n2)s1
20: C[C@@H]1CCCCO[C@@H](CN(C)S(=O)(=O)c2ccc(Cl)cc2)[C@H](C)CN([C@@H](C)CO)C(=O)c2cc(NC(=O)C3CCCCC3)ccc2O1
21: CCN(CC(=O)Nc1ccccc1OC)C(=O)COc1ccc2ccccc2c1
22: O=C(N[C@@H](Cc1ccccc1)C(=O)N1CCN(S(=O)(=O)c2cccc(F)c2)CC1)c1ccco1
23: CCS(=O)(=O)n1nc(-c2ccc(Cl)cc2)nc1N
24: CCCNCC(O)Cn1c2ccccc2n2c(=O)cc(C)c(C#N)c12 (configuration not stated)
compound no.	19	20	21	22	23	24
miR-122 sensor	-17	1[16.7 µM]	-1	·	-8	-8
ERp5 inh	·	3	·	10	4	-1
SIRT5 inh	·	6	·	-3	0	-4
Statin myotox sup	-47	·	·	-21	-3	·
esBAF inh	-11	4	·	1	5	·
ARNT TACC3 PPI	2	8	-4	·	-1	-2
Cneo AK release	-2	1	-1	-9	-2	-1

25: COc1ccc(CNC(=O)c2cccnc2Sc2ccc(C)c(C)c2)cc1
26: O=C(O)C1CC=CCC1C(=O)NNc1ccccc1 (configuration not stated)
27: C[C@@H]1CN([C@H](C)CO)C(=O)CCCn2cc(nn2)CO[C@H]1CN(C)C(=O)C1CCCCC1
28: Cc1ccc(C(=O)Nc2cccc(C(=O)N3CCOCC3)c2)cc1
29: CCC(=O)N1C[C@@H](C)[C@H](OC)CN(C)C(=O)c2cc(NC(=O)c3cc(C)on3)ccc2OC[C@@H]1C
30: C[C@@H]1CN([C@@H](C)CO)C(=O)c2cc(NS(=O)(=O)c3cn(C)cn3)ccc2O[C@@H](C)CCCCO[C@@H]1CN(C)C(=O)Nc1ccc(F)cc1
compound no.	25	26	27	28	29	30
miR-122 sensor	29	·	0[16.7 µM]	-2	-2[16.7 µM]	0[16.7 µM]
ERp5 inh	·	10	0&4&2	·	·	0
SIRT5 inh	·	-2	-1&0	·	·	0
Statin myotox sup	11	·	-3&-4&-4	-5	1	·
esBAF inh	-2	·	-2&-5&-8	21	6	1
ARNT TACC3 PPI	·	-2	0&-5	-1	·	7
Cneo AK release	-4	·	55&-14&1	0	·	48

31: CC(NC(=O)Cc1ccc(NS(=O)(=O)c2cccc(C(F)(F)F)c2)cc1)c1ccccn1 (configuration not stated)
32: CCOc1ccc(N2CC(C(=O)N3CC(C)OC(C)C3)CC2=O)cc1 (configuration not stated)
33: O=C(COC(=O)Cc1ccccc1F)Nc1cccc(S(=O)(=O)NC2=NCCCCC2)c1
34: CC(=O)NC(Cc1c[nH]c2ccccc12)C(=O)NCc1ccc2c(c1)OCO2 (configuration not stated)
35: CCOC(=O)c1ccc(NC(=O)c2nc[nH]c2C(=O)N[C@@H](Cc2ccccc2)C(=O)OC(C)(C)C)cc1
36: Cc1csc(NC(=O)CSc2nnc(-c3ccoc3C)n2CCc2ccccc2)n1
compound no.	31	32	33	34	35	36
miR-122 sensor	·	·	·	-7	0	-3
ERp5 inh	3	2	2	·	6	·
SIRT5 inh	-1	-4	0	·	·	·
Statin myotox sup	12	4	·	9	27	-3
esBAF inh	2	-12	·	7	14	4
ARNT TACC3 PPI	6	·	-6	1	-5	1
Cneo AK release	-1	1	·	-3	1	4

37: CC(C)NC(=O)Nc1ccc2c(c1)C(=O)N([C@@H](C)CO)C[C@@H](C)[C@H](CN(C)C(=O)CCC(F)(F)F)OCCCC[C@@H](C)O2
38: CC(C)NC(=O)Nc1cccc2c1O[C@@H](CN(C)Cc1ccncc1)[C@@H](C)CN([C@@H](C)CO)C2=O
39: CSc1nnc(C)c(/C=C/NOCc2cccc(F)c2)n1
40: FC(F)(F)C1=Nc2cccc3cccc(c23)N1
41: CSc1cccc(NC(=O)CCCOc2cc(=O)n(C)c3ccccc23)c1
42: COc1ccc(NC(=S)N(Cc2ccccn2)Cc2ccccc2Cl)cc1
compound no.	37	38	39	40	41	42
miR-122 sensor	-8[16.7 µM]	-6[16.7 µM]	-3	·	0	-5
ERp5 inh	3	0	-3	3	-5	2
SIRT5 inh	1	-2	3	6	-3	-2
Statin myotox sup	·	-8	16	·	9	-10
esBAF inh	·	-2	-8	·	0	4
ARNT TACC3 PPI	-3	0	-4	0	·	1
Cneo AK release	1	1	-2	·	-1	4

43: COc1ccc(C(=O)Nc2ccc(C(=O)c3ccccc3)cc2)cc1
44: O=C(CS(=O)(=O)c1ccccc1)Nc1ccc(N2CCOCC2)cc1
45: O=c1c(/C=N/N2CCOCC2)c(C(F)(F)F)[nH]n1-c1ccccc1
46: c1ccc(Cc2noc(CN3CCCN(C4Cc5ccccc5C4)CC3)n2)cc1
47: C[C@H](CO)N1C[C@H](C)[C@H](CN(C)C(=O)Cc2ccccn2)Oc2ncc(-c3cncnc3)cc2C1=O
48: O=[N+]([O-])c1cccc(CN2CCCCCC2)c1
compound no.	43	44	45	46	47	48
miR-122 sensor	-19	·	-5	-1	-6[16.7 µM]	·
ERp5 inh	2	11	1	0	2	-1
SIRT5 inh	-5	-3	0	3	-3	2
Statin myotox sup	·	·	-1	4	4	-10
esBAF inh	·	·	5	-5	4	-5
ARNT TACC3 PPI	·	-9	10	3	-1	0
Cneo AK release	-2	·	1	0	-1	2

49: CC(C)(C)NC(=O)C(c1ccc(O)cc1)N(Cc1ccco1)C(=O)Cn1nnc(-c2cccs2)n1 (configuration not stated)
50: COc1ccc(N2CCN(C(=O)COC(=O)[C@@H](NC(=O)c3ccccc3Cl)C(C)C)CC2)cc1
51: COc1ccccc1N1CCN(C(=O)c2nn(-c3ccccc3OC)c(=O)c3ccccc23)CC1
52: N#CCCN1CCN(S(=O)(=O)c2ccc(S(=O)(=O)NCC3CCCO3)cc2)CC1 (configuration not stated)
53: CN(C)S(=O)(=O)c1ccc(NC(=O)c2ccc(Br)o2)cc1
54: COCC(=O)Nc1ccc2c(c1)OC[C@H](C)NC[C@@H](C)[C@H](OC)CN(C)C2=O
compound no.	49	50	51	52	53	54
miR-122 sensor	4	-4	-3	-4	2	4[16.7 µM]
ERp5 inh	-3	16	·	6	·	6
SIRT5 inh	-3	-3	·	-1	·	-2
Statin myotox sup	5	-5	-3	9	-42	8
esBAF inh	0	-2	0	-1	8	-5
ARNT TACC3 PPI	-1	-1	-1	-5	-5	-9
Cneo AK release	-3	2	-1	-1	0	4

3 compounds out of the list, sorted by length of the SMILES, lowest first.
53: CN(C)S(=O)(=O)c1ccc(NC(=O)c2ccc(Br)o2)cc1
51: COc1ccccc1N1CCN(C(=O)c2nn(-c3ccccc3OC)c(=O)c3ccccc23)CC1
50: COc1ccc(N2CCN(C(=O)COC(=O)[C@@H](NC(=O)c3ccccc3Cl)C(C)C)CC2)cc1
compound no.	53	51	50
miR-122 sensor	2	-3	-4
ERp5 inh	·	·	16
SIRT5 inh	·	·	-3
Statin myotox sup	-42	-3	-5
esBAF inh	8	0	-2
ARNT TACC3 PPI	-5	-1	-1
Cneo AK release	0	-1	2

(more compounds)
55: CN(C)C(=O)C[C@@H]1CC[C@@H](NC(=O)NC2CCCCC2)[C@H](CO)O1
56: O=S(=O)(Nc1c(S(=O)(=O)c2ccccc2)c2nc3ccccc3nc2n1C1CCCCC1)c1ccccc1
57: CC(C)CC#Cc1ccc2c(c1)O[C@@H](CN(C)C(=O)NC(C)C)[C@H](C)CN([C@@H](C)CO)S2(=O)=O
58: C[C@@H]1CN([C@H](C)CO)C(=O)c2cc(NC(=O)Nc3ccc(C(F)(F)F)cc3)ccc2O[C@@H](C)CCCCO[C@H]1CN(C)C(=O)Nc1ccc(C(F)(F)F)cc1
59: CCCC(=O)Nc1ccc2c(c1)C(=O)N(C)C[C@@H](OC)[C@@H](C)CN(C)[C@H](C)CO2
60: COc1ccccc1-c1cc(C(=O)Nc2sc3c(c2C#N)CCC(C)C3)c2ccccc2n1 (configuration not stated)
compound no.	55	56	57	58	59	60
miR-122 sensor	16[16.7 µM]	-1	19[16.7 µM]	-14[16.7 µM]	-16[16.7 µM]	0
ERp5 inh	3	-1	11	·	2	·
SIRT5 inh	-2	-12	4	·	-2	·
Statin myotox sup	6	·	-28	·	3	3
esBAF inh	-1	·	-3	-68	2	-5
ARNT TACC3 PPI	-7	-6	3	4	1	2
Cneo AK release	-3	0	-3	4	-3	-1

Reformatted: 4 of the compounds above
nr	smiles	miR-122 sensor	ERp5 inh	SIRT5 inh	Statin myotox sup	esBAF inh	ARNT TACC3 PPI	Cneo AK release
57	CC(C)CC#Cc1ccc2c(c1)O[C@@H](CN(C)C(=O)NC(C)C)[C@H](C)CN([C@@H](C)CO)S2(=O)=O	19[16.7 µM]	11	4	-28	-3	3	-3
58	C[C@@H]1CN([C@H](C)CO)C(=O)c2cc(NC(=O)Nc3ccc(C(F)(F)F)cc3)ccc2O[C@@H](C)CCCCO[C@H]1CN(C)C(=O)Nc1ccc(C(F)(F)F)cc1	-14[16.7 µM]	·	·	·	-68	4	4
59	CCCC(=O)Nc1ccc2c(c1)C(=O)N(C)C[C@@H](OC)[C@@H](C)CN(C)[C@H](C)CO2	-16[16.7 µM]	2	-2	3	2	1	-3
60	COc1ccccc1-c1cc(C(=O)Nc2sc3c(c2C#N)CCC(C)C3)c2ccccc2n1 (configuration not stated)	0	·	·	3	-5	2	-1
